# HTT cytoprotect = qHTS Multiplex Assay to Identify Dual Action Probes in a Cell Model of Huntington: Cytoprotection (ATP) | PC12 HTT-Q103 induced, cytoprotection, ATP luminescence, 40 h | Potency, µM (doses to about 56.4 µM), inactives show cytoprotection (ATP increase), hits mostly activators | hit rate 0.14% among 230,000 | AID 1471, 2008;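 note: % of control where 0% means no effect; nearly all actives have a fitted effect of over 45% in size; toxic huntingtin expression switched on by the ecdysone agonist tebufenozide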
#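 Rat PC12, Q103 Htt exon1-GFP fusion, ecdysone promoter; tebufenozide inducer 100 nM final; compound titration; qHTS, 1500 cells/well; ATPlite luminescent read.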
# Tau fluor counter = Counterscreen qHTS for Inhibitors of Tau Fibril Formation, Fluorescence Polarization. tau K18 P301L Alexa594 fluorescence, heparin fibrillization. Potency, µM (doses to about 57.7 µM), for inactives: at the top dose activity change, negative = decrease. hit rate 0.93% among 280,000. AID 1463, 2008; note: % is set by controls: 0 for no effect and ±100 for the full control effect; nearly all actives have a fitted effect of over 55% in size
#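 Human K18 P301L tau (15 uM unlabeled plus 0.24 uM Alexa 594-labeled, final) in 100 mM sodium acetate pH 7 was mixed with compound and 20 uM heparin and incubated 6 hr at 37 C.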
# Tau fibril FP = qHTS for Inhibitors of Tau Fibril Formation, Fluorescence Polarization. Microtubule-associated protein tau (Homo sapiens), P10636. K18 P301L tau heparin fibrillization, Alexa594 FP, 6 h. Potency, µM (highest dose often 57.7 µM), for the others: at the top dose activity, negative = inhibition, hits mostly inhibitors. hit rate 0.39% among 280,000; note: % is set by controls: 0 for no effect and ±100 for the full control effect; nearly all actives have a fitted effect of over 55% in size
# Target sequence (P10636 561-689 P618L limits assumed): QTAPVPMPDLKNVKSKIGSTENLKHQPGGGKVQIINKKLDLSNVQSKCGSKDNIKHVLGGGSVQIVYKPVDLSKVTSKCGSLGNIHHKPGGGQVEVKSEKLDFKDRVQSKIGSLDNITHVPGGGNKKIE
#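 Compound effects on tau fibrillization are measured by Alexa 594 fluorescence polarization (ex 555, em 632 nm). K18 P301L tau is used at 15 uM with 0.24 uM labeled tracer, and 20 uM heparin induces aggregation over 6 hr at 37 C.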
# RECQ1 helicase = qHTS Assay for Inhibitors of RecQ-Like Dna Helicase 1 (RECQ1) | ATP-dependent DNA helicase Q1 (Homo sapiens), P46063 | RECQ1 DNA unwinding, red fluorescence kinetic read | Potency, µM (titrated, usually from 57.3 µM), for the others: top-dose activity, negative = inhibition, most hits filed as inhibitors | hit rate 0.54% among 240,000 | AID 2549, 2010;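 note: plate controls were vehicle for no effect and no enzyme for full effect; nearly all actives have a fitted effect of over 30% in size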
#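 50 nM RECQ1T1 preincubated 15 min with compound in Tris pH 8.0 buffer with MgCl2, DTT, Tween-20 and 2.5 ug/ml poly(dI-dC); started with 200 nM TAMRA/BHQ-2 forked duplex and 2 mM ATP. Unwinding read as fluorescence (525/598 nm), two reads 2 h apart.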
# TR SRC2 fluor cs = Total Fluorescence Counterscreen for Inhibitors of the Interaction of Thyroid Hormone Receptor and Steroid Receptor Coregulator 2; TRb/SRC2 Texas Red total fluorescence interference; Potency, µM (doses to about 106 µM), inactives show at the highest dose fluorescence change, negative = quenching; hit rate 0.29% among 280,000; active = well fitted curve in either direction with a large enough effect; inconclusive = small, poorly fitted or top-dose-only effect; note: % is set by controls: 0 for no effect and ±100 for the full control effect
#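 Human TRb ligand-binding domain at 0.6 uM with 20 nM Texas Red SRC2 peptide in Tris buffer containing 1 uM T3 and 5% DMSO, incubated with compound 5 h at ambient temperature. Total fluorescence (555/632 nm) calculated as parallel + 2 × perpendicular.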
# TRb-SRC2 inh = qHTS for Inhibitors of the Interaction of Thyroid Hormone Receptor and Steroid Receptor Coregulator 2; AID 1469, 2008; Potency, µM (top dose mostly 106 µM), for inactives: at the top dose activity change, negative = inhibition, hits mostly inhibitors; hit rate 0.065% among 280,000; Thyroid hormone receptor beta (Homo sapiens), P10828; TRbeta-SRC2 peptide binding, fluorescence polarization; receptor liganded with 1 µM T3;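 note: plate controls were bound peptide for no effect and peptide without receptor for full effect; nearly all actives have a fitted effect of over 50% in size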
#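 Fluorescence polarization of 20 nM Texas Red SRC2 peptide (20-aa NR interaction domain) bound to 0.6 uM human TRb ligand-binding domain, with 1 uM T3, after 5 hr at ambient temperature; inhibition seen as decreased polarization.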
# L3MBTL1 block = qHTS Assay for the Inhibitors of L3MBTL1; AlphaScreen L3MBTL1–H3K9me1 peptide binding; Potency, µM (titrated, usually from 57.1 µM), for inactives: top-dose activity, negative = inhibition, hits mostly inhibitors; hit rate 0.66% among 230,000; note: % is set by controls: 0 for no effect and ±100 for the full control effect; nearly all actives have a fitted effect of over 60% in size
# Target sequence (Q9Y468 whole entry, looked up): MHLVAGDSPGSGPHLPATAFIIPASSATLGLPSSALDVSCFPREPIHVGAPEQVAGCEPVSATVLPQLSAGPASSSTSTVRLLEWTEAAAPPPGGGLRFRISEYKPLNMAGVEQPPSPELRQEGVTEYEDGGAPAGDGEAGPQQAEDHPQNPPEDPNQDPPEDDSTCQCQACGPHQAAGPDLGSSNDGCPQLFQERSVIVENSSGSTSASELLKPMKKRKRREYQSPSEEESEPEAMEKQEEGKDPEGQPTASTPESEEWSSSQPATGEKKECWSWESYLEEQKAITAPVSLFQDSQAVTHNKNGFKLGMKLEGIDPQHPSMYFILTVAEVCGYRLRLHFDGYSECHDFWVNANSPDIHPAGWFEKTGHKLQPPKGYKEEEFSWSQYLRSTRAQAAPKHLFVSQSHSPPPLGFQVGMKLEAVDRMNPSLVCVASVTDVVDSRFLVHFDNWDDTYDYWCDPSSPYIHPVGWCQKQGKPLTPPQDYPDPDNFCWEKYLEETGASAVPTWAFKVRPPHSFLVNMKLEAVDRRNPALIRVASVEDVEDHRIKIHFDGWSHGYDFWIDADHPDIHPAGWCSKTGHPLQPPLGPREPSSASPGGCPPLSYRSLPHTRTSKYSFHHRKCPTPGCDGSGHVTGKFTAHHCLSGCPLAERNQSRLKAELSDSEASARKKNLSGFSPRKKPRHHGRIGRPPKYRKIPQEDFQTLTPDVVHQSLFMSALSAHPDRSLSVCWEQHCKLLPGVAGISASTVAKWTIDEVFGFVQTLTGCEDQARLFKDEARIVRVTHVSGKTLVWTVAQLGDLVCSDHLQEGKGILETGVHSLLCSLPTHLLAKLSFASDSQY
#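 First, the protein-peptide complex forms for 30 min at room temperature (L3MBTL1 50 nM, biotinylated H3K9me1 peptide 75 nM). Next, compounds are pin-transferred and incubated 30 min. Finally, AlphaScreen beads are added and read after 30 min.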
# Tau ThT inhib = qHTS for Inhibitors of Tau Fibril Formation, Thioflavin T Binding; Microtubule-associated protein tau (Homo sapiens), P10636; hit rate 2.1% among 270,000; recombinant tau K18 P301L (four-repeat tau fragment), heparin-induced fibrillization, ThT fluorescence; Potency, µM (doses to about 57.4 µM), for the others: top-dose activity, negative = inhibition, actives largely listed as inhibitors; note: % is set by controls: 0 for no effect and ±100 for the full control effect; nearly all actives have a fitted effect of over 55% in size
#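 Heparin-induced (20 uM) aggregation of recombinant human K18 P301L tau, 15 uM unlabeled with 0.24 uM labeled, pH 7 acetate buffer, 6 hr at 37 C with compound. Fibrils quantified by 30 uM ThT fluorescence after 1 hr ambient incubation.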
# * marks the source's active call; other numbers are inactive results; i = inactive; ? = inconclusive; . = not tested or not shown; & = joins results of further samples; [ ] = remark or other dose. Unless noted, calls come from the whole dose curve; as a rule, active = well fitted curve in the direction sought with a large enough effect; inconclusive = small, poorly fitted or top-dose-only effect, or another doubt; inactive = no such curve, though single readings can be large; an effect the other way counts as inactive or inconclusive. Potency is the fitted concentration of half-maximal effect. This is a subset (hit frequency here may not be typical).
# The line under a structure holds: Tau ThT inhib, TRb-SRC2 inh, L3MBTL1 block, Tau fibril FP, RECQ1 helicase, HTT cytoprotect, Tau fluor counter, TR SRC2 fluor cs
O=C(NC(Cc1c[nH]c2ccccc12)C(=O)O)c1cccs1 (stereo unspecified)
 : -3.3%, -2.4%, 10.4%, -3.6%, i, -35.3%, -3.0%, -0.3%
COC(=O)CCCC1=CC2=CC(=O)C(C)(OC(=O)c3cccs3)C(=O)C2=CN1CC(C)C (stereo unspecified)
 : ?, 9.8%[11.2 µM], ., 0.6%[11.6 µM], -6.6%[11.5 µM], -12.5%&0.7%[10 µM], -7.6%[11.6 µM], -0.5%[11.2 µM]
CCOc1ccccc1NC(=O)Nc1cc(OC)ccc1OC
 : -5.7%, 4.2%, -11.6%, 10.5%, -12.9%, 7.6%[1.9 µM], -27.6%, 1.2%
CCOC(=O)CSc1nnc(-c2ccco2)n1-c1ccc(C)cc1
 : -12.7%, -2.7%, ., 5.0%, -0.4%, 5.3%, -1.3%, -1.5%
N#CC(C#N)=C(N)CSc1cccc[n+]1[O-]
 : -9.7%, -2.0%, 5.8%, -0.6%, -12.1%, -9.6%, -7.6%, -1.2%
Cc1ccccc1NC(=O)c1sc2nc3n(c(=O)c2c1C)N=C(c1ccccc1)CS3
 : ?, 4.4%, ., 2.7%, ., ., -20.2%, -1.4%
Cc1cnn(CCC(=O)NNC(=S)NCC(C)C)c1
 : 5.2%, -14.6%, -7.5%, 3.9%, 1.1%, 24.2%[10 µM], 4.2%, -1.0%
CCCCCCCCCCCCCC(=O)O[C@H](CC(=O)O)C[N+](C)(C)C
 : -19.5%, -1.0%, ., 0.7%, -4.7%, 12.2%, -18.6%, -0.1%
CCOC(=O)C1CCCN(C(=O)Cn2nc(CC)n3c(cc4sccc43)c2=O)C1 (stereo unspecified)
 : -7.5%, -0.4%, 1.1%, 14.9%, -8.7%, -3.1%, 5.8%, 0.9%
Cc1sc2nc(SCC(N)=O)n(C)c(=O)c2c1C
 : -3.8%, -1.7%, 12.6%, -7.0%, i, 6.8%[10 µM], 1.0%, 0.7%
COC(=O)c1cn(NC(=O)c2cccnc2)c(=O)c2ccccc12
 : -4.1%, 3.2%, ., 7.7%, i, 0.6%, 0.6%, 0.3%
CC#CCN1c2ccccc2[C@]23C[C@@H](C(=O)OC)N(C(=O)c4cccs4)C2=NC(C(=O)OC)=C(C(=O)OC)[C@H]13
 : -5.0%[11.5 µM], 10.2%[11.2 µM], ., 2.0%[11.6 µM], 1.2%[11.5 µM], 12.9%[10 µM], -8.1%[11.6 µM], -3.7%[11.2 µM]
Cc1c(C(=O)N2CCN(c3ccc(F)cc3)CC2)sc2nc3n(c(=O)c12)CCC3
 : -5.7%, -3.2%, ., -3.3%, ., ., 2.2%, 1.8%
Cc1ccc(-n2ncc3c(N4CCN(C)CC4)ncnc32)cc1C
 : -4.7%, -3.8%, ., -4.8%, ., ., -0.8%, -1.0%
CCOc1cc(N2CCOCC2)c(OCC)cc1NC(=O)c1cccc(N(C)C)c1
 : -14.8%, -8.1%, -26.0%, ?, ?, -43.5%[inhibitor], -8.4%, -1.4%

# Later entries
# The line under a structure holds: Tau ThT inhib, TRb-SRC2 inh, L3MBTL1 block, Tau fibril FP, RECQ1 helicase, HTT cytoprotect, Tau fluor counter, TR SRC2 fluor cs
COc1ccccc1C(=O)NN=C1CCN(Cc2ccccc2)CC1
 : -17.4%, -7.9%, 0.0%, 0.7%, 0.1%, -1.3%[10 µM], -2.8%, 0.1%
CC1(C)CC(=O)c2c(nc3ccccc3c2N)C1
 : -6.3%, 6.3%, -0.3%, 0.9%, 2.6%, 1.1%[10 µM], -2.7%, -1.2%
O=C1OCCN1C(=O)[C@H]1[C@H](c2ccc(F)cc2)C(c2ccc(F)cc2)=NN1c1ccccc1
 : 0.7%&6.2%, 1.8%&-0.2%, 11.7%, -7.0%&7.8%, ?, ., ?, -4.0%&-0.7%
C/C(=N\NC(=S)NC(C)C)c1ccc(C(C)(C)C)cc1
 : -17.2%, -4.3%, ?, 4.9%, i, -33.4%[inhibitor], -21.6%, -1.1%
Cc1cc(Nc2cccc(Br)c2)n2c(nc3ccccc32)c1C#N
 : 4.7%, 3.7%, ., -0.3%, ., ., -20.6%, -4.8%
COC(=O)c1cc(C#N)c(=O)[nH]c1C
 : 2.7%, 9.7%, 20.8%, 6.5%, -6.9%, 2.1%, 3.2%, -0.6%
COc1ccc(CCN=C2SCC(=O)N2Cc2ccccc2)cc1OC
 : -9.7%, 4.1%, ., 11.0%, i, -10.6%, -15.7%, -0.7%
O=C1OC(Nc2ccccn2)c2ccccc21 (stereo unspecified)
 : -7.2%, -6.3%, 4.8%, -3.9%, -14.2%, -7.5%, -2.7%, -3.1%
Cc1cc(C)c2c(=O)cc(CSc3nnc(-c4ccccc4)n3C)[nH]c2c1
 : 2.3%, -0.4%, ., 4.1%, ., ., 0.5%, 0.6%
O=C(NCc1ccco1)c1cccnc1Cl
 : -4.5%, 6.7%, -6.5%, 0.5%, 8.6%, ., 9.0%, -2.1%
C[C@@]12CCC=C[C@H]1[C@H](c1ccc(C(F)(F)F)cc1)N(Cc1ccccc1)C2=O
 : 4.9%, 8.4%, ., 3.1%, i, -10.0%[10 µM], 5.6%, -4.0%
Cc1cc(C)cc(NC(=O)c2ccc(CNc3c(N4CCOCC4)c(=O)c3=O)cc2)c1
 : ?, 2.0%, ., -1.9%, -3.2%, -19.2%, -27.3%, -3.2%
Cc1cc(/C=N/Nc2ccc([N+](=O)[O-])cn2)c(C)n1-c1cccc(C(=O)O)c1
 : 2.82µM*, -1.6%, ?, 1.5%, ?, -8.4%[10 µM], ?, -3.1%
Cc1c(NC(=O)Nc2ccccc2C(F)(F)F)sc2nc3n(c(=O)c12)CCC(C)CC3 (stereo unspecified)
 : -17.7%, 8.1%, ., ?, ., ., 12.6µM*[quencher], 4.0%
Cc1ccc(NC(=O)C2CCN(S(=O)(=O)c3ccc4[nH]c(=O)ccc4c3)CC2)cc1C
 : -9.7%, 3.0%, ., -3.8%, ., ., -6.8%, 7.2%

# Arranged by formula weight (rising): 4 of the compounds above
# The line under a structure holds: Tau ThT inhib, TRb-SRC2 inh, L3MBTL1 block, Tau fibril FP, RECQ1 helicase, HTT cytoprotect, Tau fluor counter, TR SRC2 fluor cs
O=C(NCc1ccco1)c1cccnc1Cl
 : -4.5%, 6.7%, -6.5%, 0.5%, 8.6%, ., 9.0%, -2.1%
Cc1cc(Nc2cccc(Br)c2)n2c(nc3ccccc32)c1C#N
 : 4.7%, 3.7%, ., -0.3%, ., ., -20.6%, -4.8%
Cc1ccc(NC(=O)C2CCN(S(=O)(=O)c3ccc4[nH]c(=O)ccc4c3)CC2)cc1C
 : -9.7%, 3.0%, ., -3.8%, ., ., -6.8%, 7.2%
O=C1OCCN1C(=O)[C@H]1[C@H](c2ccc(F)cc2)C(c2ccc(F)cc2)=NN1c1ccccc1
 : 0.7%&6.2%, 1.8%&-0.2%, 11.7%, -7.0%&7.8%, ?, ., ?, -4.0%&-0.7%

# The list continues:
# The line under a structure holds: Tau ThT inhib, TRb-SRC2 inh, L3MBTL1 block, Tau fibril FP, RECQ1 helicase, HTT cytoprotect, Tau fluor counter, TR SRC2 fluor cs
CC(C)(C)c1ccc(NC(=O)C(=O)C2C(=O)Nc3ccccc32)cc1 (stereo unspecified)
 : ?, 2.5%, -4.6%, 5.3%, -11.7%, -47.9%[inhibitor], -18.1%, -2.8%
NS(=O)(=O)c1ccc(CCNC(=O)c2cc(-c3ccccn3)nc3ccc(Br)cc23)cc1
 : -9.7%, 9.5%, ., ?, -3.1%, -89.8%[inhibitor], -19.2%, -5.3%
Cc1ccc(C)c(N(Cc2cc3ccc(C)cc3[nH]c2=O)C(=O)c2ccco2)c1
 : -11.3%, -4.1%, -8.1%, -1.0%, -2.9%, -0.1%[10 µM], -8.3%, -1.5%
CCn1cc(C(=O)NCCCN(CC(C)C)CC(C)C)c(=O)c2cc(S(=O)(=O)N3CCc4ccccc4C3)ccc21
 : -1.7%, -7.2%, ., 0.5%, ., ., -23.6%, -1.3%
Cc1ccc(C)c(NC(=S)Nc2ncccc2C)c1
 : -6.4%, -1.5%, -11.1%, ?, i, -25.6%, -12.5%, -2.0%
Cn1c(SCC(=O)O)nnc1-c1ccc(NC(=O)c2ccc(Cl)c(Cl)c2)cc1
 : -12.4%, 0.0%, -2.6%, 1.3%, i, -4.4%[10 µM], -8.9%, 0.4%
CCn1c(Cc2ccccc2)n[nH]c1=S
 : -5.6%, -7.7%, ., -2.2%, -7.4%, 10.9%[10 µM], -4.6%, -1.7%
C=CCOC(=O)c1cn(CC)c2nc(C)ccc2c1=O
 : -6.9%, -0.5%, ., -5.5%, 1.9%, 14.4%, -8.3%, -4.9%
Cc1nccn1S(=O)(=O)c1ccc(Br)cc1Br
 : -17.5%, -6.4%, -0.7%, 5.4%, 0.8%, 15.4%, -10.9%, -1.5%
CCOC(=O)/C=C/C(=O)OCC(=O)Nc1c(Cl)cccc1Cl
 : ?, -2.4%, 24.3%, -3.8%, i, -31.7%[10 µM], -1.0%, -4.5%
O=C(NNC(=S)Nc1ccc(Cl)cc1Cl)c1ccc(N2CCOCC2)c([N+](=O)[O-])c1
 : 5.01µM*, -0.4%, -15.8%, ?, -1.3%, 6.9%[10 µM], ?, 1.0%

# High-throughput results (PubChem)
